# Diaph inh CS: diaphorase inhibition or chemical oxidation counter-screen | inhibition, % at 20 µM | actives 0.69% (n = 190,000) | AID 1217 | diaphorase resazurin-to-resorufin fluorescence, NADH, 16 min; bacterial (C. kluyveri) enzyme, not human;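 active = primary screen inhibition at 20 µM above a set limit, cut at about 50% in these data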;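 note: plate controls were DMSO with full reaction for no effect and wells lacking NADH for full effect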
#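 Assay system: diaphorase enzyme from Clostridium kluyveri; Input: enzyme working solution with 0.14 U/mL diaphorase; Timing: 16 min at room temperature; Technique: resorufin fluorescence, excitation 544 nm, emission 590 nm; Benchmarks: positive control minus NADH, DMSO neutral control.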
# S1P3 antag: antagonists of human S1P3 receptor | Q99500 | CHO S1P3 NFAT-BLA reporter, FRET fluorescence, antagonist mode | inhibition, % at 4.98 µM | actives 0.27% (n = 170,000) | AID 485;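 active = inhibition above the plate cutoff, the mean inhibition of test wells on that plate plus 3 SD, cut at about 28% in these data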;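 note: cells challenged with S1P at its EC80 of 0.8 µM; blue over green emission ratio from cleaved BLA substrate after 4 h stimulation; 0% = S1P-stimulated wells and 100% = unstimulated DMSO-only wells; some compounds past the cut are filed as inactive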
# Target sequence (Q99500 whole entry, looked up): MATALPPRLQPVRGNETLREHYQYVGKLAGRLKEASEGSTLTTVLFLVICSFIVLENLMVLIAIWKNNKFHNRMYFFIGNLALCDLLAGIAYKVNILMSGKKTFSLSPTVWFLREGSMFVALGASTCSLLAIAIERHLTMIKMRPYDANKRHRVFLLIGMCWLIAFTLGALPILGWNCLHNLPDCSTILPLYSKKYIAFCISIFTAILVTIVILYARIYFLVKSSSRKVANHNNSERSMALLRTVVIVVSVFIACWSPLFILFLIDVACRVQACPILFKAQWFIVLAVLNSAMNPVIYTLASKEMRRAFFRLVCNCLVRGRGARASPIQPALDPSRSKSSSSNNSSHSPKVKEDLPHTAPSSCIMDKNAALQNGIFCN
# Diaph act CS: activates diaphorase or chemically reduces, flagging diaphorase assay artifacts. Diaphorase/resazurin coupled assay, resorufin fluorescence, 16 min; hits give high values; 1 = vehicle wells, 0 = NADH-free wells. activation factor at 20 µM. actives 0.005% (n = 190,000). AID 1229;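 active = diaphorase activity raised at least twofold by the compound at 20 µM; inactive = activation factor below 2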
#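 Material: bacterial diaphorase enzyme (C. kluyveri); amount: enzyme 0.07 U/mL final; reagent: NADH substrate 0.114 mM plus resazurin dye 0.1 mM, final; doses: single compound dose of 20 µM, 1% DMSO final; timing: 16 min enzyme reaction, ambient temperature; measured by: fluorescence of resorufin, 544 nm excitation, 590 nm emission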
# ROMK mod: modulates human ROMK potassium channel activity; B-score at 10 µM; P48048; Tet-inducible ROMK, thallium flux fluorescence; actives lie on both sides; actives 2% (n = 130,000);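 active = signal ratio slope over the read window, or its plate-corrected B-score, at least 3 SD from the plate mean, either direction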;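 note: B-score of the F/F0 ratio slope over 7 to 12 s after thallium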
# Target sequence (P48048 whole entry, looked up): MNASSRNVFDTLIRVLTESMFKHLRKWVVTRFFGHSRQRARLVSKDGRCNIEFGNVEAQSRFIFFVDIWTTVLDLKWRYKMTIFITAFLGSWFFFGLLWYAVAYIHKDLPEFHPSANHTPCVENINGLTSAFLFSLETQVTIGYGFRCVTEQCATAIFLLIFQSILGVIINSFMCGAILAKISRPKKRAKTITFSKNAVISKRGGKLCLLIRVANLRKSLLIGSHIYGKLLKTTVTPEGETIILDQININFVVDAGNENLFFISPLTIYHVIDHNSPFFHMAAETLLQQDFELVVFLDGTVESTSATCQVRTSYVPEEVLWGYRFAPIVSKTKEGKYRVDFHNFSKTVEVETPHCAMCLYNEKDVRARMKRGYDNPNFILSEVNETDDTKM
# PMI act satM6P: increases human PMI activity with near-saturating mannose 6-phosphate; P34949; activation factor at 20 µM; actives 0.34% (n = 190,000); coupled PMI enzyme assay, resazurin fluorescence, 20 min; hits give high values; 1 = untreated enzyme, 0 = substrate-free blank;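 active = activation factor of 2 or more at 20 µM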
#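 Test system: Human PMI in coupled enzyme assay | Input: 15 ng/mL PMI | Medium: HEPES-buffered pH 7.4 with magnesium and detergent | Compound: One concentration, 20 µM, in 1% DMSO | Incubation: Enzyme reaction with compound 20 min at room temperature | Detection: Diaphorase-driven resazurin-to-resorufin fluorescence, excitation 544, emission 590 nm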
# PMI activator: activators of human phosphomannose isomerase; P34949; purified human PMI, coupled resazurin fluorescence, 20 min; hits give high values; 1 = vehicle control, 0 substrate-free wells; activation factor at 20 µM; actives 0.005% (n = 190,000); AID 1214;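 active = activation factor of 2 or more at 20 µM, relative to plate controls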
# PPARg SRC2 recr: promotes SRC-2 coactivator recruitment by human PPARgamma. PPARgamma LBD-SRC-2 recruitment, biochemical. activation, % at 8 µM. actives 0.34% (n = 200,000). AID 1032; in the data active = activation above about 22%;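 note: 0% = vehicle and 100% = reference agonist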
# PPARg SRC-1 ag: PPARgamma-driven SRC-1 recruitment agonism; P37231; PPARgamma-SRC-1 coactivator recruitment biochemical assay; activation, % at 8 µM; actives 0.41% (n = 200,000); in the data active = activation above about 19%;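 note: 0% = DMSO and 100% = reference agonist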
# TR-FRET SRC-2 ct: counter-screen for PPARgamma SRC-2 recruitment agonists: TR-FRET artefact; hits give high values; TR-FRET ratio at 8 µM; actives 0.4% (n = 200,000); AID 1049; in the data active = TR-FRET ratio above about 2000; note: inactives centre near 1500
# G6PDH CS: counter-screen for G6PDH assay hits: L. mesenteroides G6PDH inhibition | Purified L. mesenteroides G6PDH, diaphorase/resazurin coupled fluorescence, 45 min | inhibition, % at 5 µM | actives 0.12% (n = 200,000); in the data active = inhibition above about 50%
# PPARg SRC3 recr: agonists of human PPARgamma SRC-3 coactivator recruitment. P37231. biochemical PPARgamma/SRC-3 coactivator recruitment assay. activation, % at 8 µM. actives 0.26% (n = 200,000). AID 731; in the data active = activation above about 23%;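 note: 0% = DMSO and 100% = reference agonist; some compounds past the cut are filed as inactive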
# An asterisk follows results filed as active; . = no result given.
cpd	Molecule	Diaph inh CS	S1P3 antag	Diaph act CS	ROMK mod	PMI act satM6P	PMI activator
1	Nc1nc(-c2ccccc2)cc(-c2ccccc2O)n1	14	-9	0.9	0.91	0.9	1.1
2	CCN(C(=O)CSc1nnc(-c2ccc(F)cc2)c2ccccc12)C1CCS(=O)(=O)C1 (centres undefined)	27	15	0.7	0.52	1	1
3	CC(C)=CC(=O)OCC(=O)NC(=O)NC(C)(C)C	9	.	0.9	.	0.9	0.9
4	CCOC(=O)c1nc(Nc2ccc(C)cc2)c2ccccc2n1	15	.	0.9	-0.075	1	1
5	CSc1ccccc1C(=O)OCC(=O)NC1CCS(=O)(=O)C1 (centres undefined)	2	-9	1	-0.08	1.1	1.1
6	COc1ccccc1C1SCCN1S(C)(=O)=O (centres undefined)	3	-20	1	.	0.8	1
7	COCCC(=O)Nc1ccc2c(c1)CN(C(=O)CCOC)CC2	9	5	0.9	0.31	0.9	0.9
8	CCOC(=O)c1ccc(NC(=O)CCNC(=O)c2ccc([N+](=O)[O-])cc2)cc1	6	9	0.9	-0.23	1	0.9
9	O=C(Nc1ccccc1O)/C(=C\c1ccccc1)NC(=O)c1ccccc1	9	8	0.9	0.23	1	1
10	CC(C)c1ccc(/C=C/C(=O)n2nnc3ccccc32)cc1	11	.	0.9	1.4	1	1
11	COc1ccc(CC(NC(C)=O)C(=O)NC2CCN(c3nc(C)cc(C)c3C#N)CC2)cc1 (centres undefined)	8	6	0.9	0.35	1.3	1.1
12	CCOC(=O)Cc1nn(Cc2ccc(Cl)cc2)c(=O)c2ccccc12	18	1	0.8	-0.36	0.9	1
13	Cc1cc(C)c2cc(C)c3nnc(SCC(=O)NCc4ccc5c(c4)OCO5)n3c2c1	43	.	0.6	-2.2	0.9	1
14	O=c1c(-c2ccccc2)n[nH]c2ccccc12	1	10	1	-0.0045	1	1
15	Cc1cc(C(=O)NNC(=S)NCc2ccco2)n(C)n1	4	.	1	0.22	0.9	1

cpd	PPARg SRC2 recr	PPARg SRC-1 ag	TR-FRET SRC-2 ct	G6PDH CS	PPARg SRC3 recr
1	12	3	1755	2	1
2	14	-2	1581	-2	2
3	3	-1	1684	-4	-1
4	-2	2	1490	-5	10
5	6	2	1750	0	-1
6	-11	-4	1508	-6	-2
7	11	-6	1471	-2	0
8	10	-5	1490	14	0
9	4	-1	1662	7	-1
10	-1	2	1552	4	0
11	6	5	1551	7	10
12	9	-3	1660	0	-1
13	16	8	1485	15	-2
14	1	4	1297	11	-5
15	9	-1	1538	3	11

# Next entries follow.
cpd	Molecule	Diaph inh CS	S1P3 antag	Diaph act CS	ROMK mod	PMI act satM6P	PMI activator
16	CCn1c(Cc2ccccc2)nnc1SCc1nc2ccccc2c(=O)[nH]1	6	7	0.9	0.48	1	1
17	COc1cc(/C=N/NC(=O)c2sc(N)c(C#N)c2C)ccc1O	15	.	0.8	1.3	0.9	0.9
18	CCOC(=O)c1c(C)c(C(=O)Nc2ccc3c(c2)OCCO3)c(C)n1C	-5	26	1.1	.	0.9	0.9
19	O=C(NC(=S)Nc1ccccc1N1CCCCC1)c1ccco1	21	-3	0.8	.	0.9	0.8
20	Cc1ccc2cc(CN(CCCO)S(=O)(=O)c3cccc4nsnc34)c(=O)[nH]c2c1C	13	-15	0.9	1.4	0.9	1
21	CCOc1cc(NC(=O)C2CCCCC2)c(OCC)cc1NC(=O)c1ccco1	-8	1	1.1	.	0.9	1
22	Cc1cc(NC(=O)/C=C/C(=O)N(c2ccccc2C)C(C(=O)NC2CCCC2)c2ccc(F)cc2)no1 (centres undefined)	31	.	0.7	.	0.7	0.8
23	Cc1ccc(CSc2ccc(-c3ccco3)nn2)cc1	17	-27	0.8	0.18	1	1
24	Cc1ccc(/C(=N\O)c2oc3c(C)c4oc(=O)cc(C)c4cc3c2C)cc1	29	.	0.7	2.9*	0.8	0.8
25	O=C(Cn1c(-c2cscn2)nc2ccccc21)Nc1ccc(Cl)cc1	0	.	1	.	1.1	1.1
26	COc1ccc(-c2ccc(C#N)c(SCC(=O)Nc3sc4c(c3C#N)CCC4)n2)cc1	0	.	1	.	1.1	1
27	CC(C)(C)NC(NC(=O)Cc1ccccc1)C(Cl)(Cl)Cl (centres undefined)	11	.	0.9	.	1	1
28	CC(=O)Nc1ccc(N(C(=O)c2ccco2)C(C(=O)NC2CCCC2)c2ccc(N3CCOCC3)cc2)cc1 (centres undefined)	11	-23	0.9	-0.076	0.9	0.9
29	CC1(C)Cc2c(sc3nc4n(c(=N)c23)CCC4)CO1	6	.	0.9	-0.5	0.9	1
30	CCNc1ccc(N=Nc2c(C)n(C)n(-c3ccccc3)c2=O)cc1	17	-4	0.8	0.0063	0.6	0.8

cpd	PPARg SRC2 recr	PPARg SRC-1 ag	TR-FRET SRC-2 ct	G6PDH CS	PPARg SRC3 recr
16	7	6	1695	6	2
17	5	-1	1633	-5	1
18	3	3	1506	-25	2
19	-3	0	1384	12	1
20	10	3	1494	2	1
21	-1	4	1631	10	11
22	1	-12	1490	3	-12
23	15	9	1837	-8	9
24	-2	-1	1576	4	14
25	2	4	1484	3	12
26	11	6	1687	6	0
27	6	-3	1580	-3	-7
28	-8	0	1534	14	0
29	-3	-7	1558	-7	-14
30	-2	11	1724	10	5

# Down the list, quoted from above:
# Compounds 20 to 30 in TR-FRET SRC-2 ct, in turn: 1494, 1631, 1490, 1837, 1576, 1484, 1687, 1580, 1534, 1558, 1724
# Compounds 20 to 30 in Diaph act CS, in turn: 0.9, 1.1, 0.7, 0.8, 0.7, 1, 1, 0.9, 0.9, 0.9, 0.8

# Random excerpt: three records from the list, in no set order.
cpd	Molecule	Diaph inh CS	S1P3 antag	Diaph act CS	ROMK mod	PMI act satM6P	PMI activator
10	CC(C)c1ccc(/C=C/C(=O)n2nnc3ccccc32)cc1	11	.	0.9	1.4	1	1
9	O=C(Nc1ccccc1O)/C(=C\c1ccccc1)NC(=O)c1ccccc1	9	8	0.9	0.23	1	1
5	CSc1ccccc1C(=O)OCC(=O)NC1CCS(=O)(=O)C1 (centres undefined)	2	-9	1	-0.08	1.1	1.1

cpd	PPARg SRC2 recr	PPARg SRC-1 ag	TR-FRET SRC-2 ct	G6PDH CS	PPARg SRC3 recr
10	-1	2	1552	4	0
9	4	-1	1662	7	-1
5	6	2	1750	0	-1

# Returning to the listing, starting two compounds before the break.
cpd	Molecule	Diaph inh CS	S1P3 antag	Diaph act CS	ROMK mod	PMI act satM6P	PMI activator
29	CC1(C)Cc2c(sc3nc4n(c(=N)c23)CCC4)CO1	6	.	0.9	-0.5	0.9	1
30	CCNc1ccc(N=Nc2c(C)n(C)n(-c3ccccc3)c2=O)cc1	17	-4	0.8	0.0063	0.6	0.8
31	COC(=O)/C(=C(/F)SCC(C)=O)C(F)(F)F	21	.	0.8	0.6	0.9	0.8
32	c1ccc(COC2CCCN(Cc3nc(Cc4ccccc4)no3)C2)cc1 (centres undefined)	2	-10	1	-0.94	1	0.9
33	COC(=O)c1cc(C(=O)c2cc(Br)ccc2O)coc1=N	15	-15	0.8	-0.44	0.9	1
34	CCCCCC(=O)N=Nc1c(O)[nH]c2ccc([N+](=O)[O-])cc12	-1	6	1	-0.11	1.1	1
35	CCOC(=O)C1(Cc2ccccc2C(F)(F)F)CCN(CC(O)CO)CC1 (centres undefined)	13	-5	0.9	1.3	1	0.9
36	Cc1ccc(-c2nnn(CC(=O)NC3CCN(Cc4ccccc4)CC3)n2)cc1	1	.	1	0.14	1	0.9
37	CCOP(=O)(OCC)/C(=C/N1CCCCC1)NC(=O)c1ccccc1	9	5	0.9	.	1	1
38	COc1ccc(CC(=O)Nc2ccc(C(=O)NC(C)(C)C)cc2)cc1OC	1	-10	1	0.79	1	1
39	CCCC/C(C)=N/NC(=O)c1cn(-c2ccccc2)nc1-c1ccccc1	17	-8	0.8	-0.035	1	0.9
40	COc1ccc(OC)c(C2N(c3ccc(Cl)cc3)C(=O)C3CCCN32)c1 (centres undefined)	17	1	0.8	.	0.9	0.9
41	CCOC(=O)C1C(c2cccs2)NC(=O)N(C)C1(O)C(F)(F)F (centres undefined)	6	.	0.9	.	0.9	0.9
42	S=c1[nH]nc(CN2CCCCC2)n1Cc1ccccc1	13	-12	0.9	0.93	1.1	1.1
43	Cc1nn(-c2cccc(Cl)c2)c2nc(C(F)(F)F)[nH]c(=O)c12	13	-2	0.9	.	1	0.9
44	C=CCNS(=O)(=O)c1ccc2nsnc2c1	5	-27	0.9	.	1	1

cpd	PPARg SRC2 recr	PPARg SRC-1 ag	TR-FRET SRC-2 ct	G6PDH CS	PPARg SRC3 recr
29	-3	-7	1558	-7	-14
30	-2	11	1724	10	5
31	3	5	1562	4	1
32	0	2	1605	-3	3
33	-7	-8	1462	6	-1
34	6	8	1367	3	4
35	7	6	1588	2	5
36	-1	-2	1355	-1	8
37	-2	-3	1568	6	2
38	4	1	1618	8	-2
39	5	3	1523	4	0
40	9	-1	1664	11	4
41	0	9	1707	9	-5
42	4	-6	1548	10	8
43	-7	-1	1429	22	-4
44	6	3	1584	-13	-3

# Screening results from PubChem BioAssay.
